Screening results from PubChem.
FN deposition inh: fibronectin deposition inhibition. inhibition, % at 12.6 µM. AH1F fibroblasts, Alexa488-fibronectin deposition fluorescence, overnight. AID 743247. 350,000 tested, 0.086% active;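 active = mean inhibition across replicates of 30% or more, regardless of how many single replicates reach that level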;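 note: positive control wells lacked labelled fibronectin entirely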
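Assay system: AH1F fibroblasts assembling fluorescent fibronectin matrix; Amount: 10000 AH1F cells per well; Buffer or medium: DMEM, 2% serum; Probe or stimulus: Alexa488-fibronectin, 24 nM final in well; Doses: single compound dose, delivered by pin transfer; Incubation: 1 h adhesion, overnight exposure; Measured by: fluorescence 485/525 nm; Read-out: fibronectin deposition inhibition.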
PGC1a acetyl inh: PGC1a acetylation modulation, inhibitor mode. U2OS PGC1a acetylation, AlphaScreen anti-acetyl-lysine; with virally co-expressed GCN5 acetyltransferase. AID 651687. inhibition, % at 15.6 µM. 350,000 tested, 0.17% active;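 active = every replicate shows inhibition of at least 40%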;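 note: 0% = neutral control wells and 100% = positive control wells; some results beyond the cut were filed as inactive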
miR122 inh: inhibitors of miR-122 in Huh7 cells; 340,000 tested, 0.3% active; Huh7 miR-122 Renilla luciferase sensor, 48 h; neutral wells = 0, positive control = 100; activation (reporter increase), % at 12.5 µM;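 active = mean replicate activation score at least 90 and every replicate individually at or above 90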;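 note: higher luciferase means less miR-122 activity so hits act as miR-122 inhibitors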
Cneo AK release: Cryptococcus neoformans lysis via adenylate kinase release | C. neoformans lysis, adenylate kinase release luminescence, 4 h; normalised: neutral wells 0, clomiphene wells 100 | lysis activity, % at 15 µM | 360,000 tested, 0.2% active;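 active = mean lysis activity across replicates of at least 80%, whatever share of replicates individually reach that level; inactive = mean lysis activity below 80%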
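Assay system: C. neoformans cells. Amount: yeast cell density of 5 × 10^6 cells/mL. Technique: AK luminescence. Buffer or medium: YPD. Times: static 4 h at 37 °C with compound, 1 h detection. Dosing: single-point compound dose. Read-out: lysis from increased AK signal.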
EWS-Fli inh: blocks EWS/Fli oncoprotein-driven transcription; 350,000 tested, 0.67% active; inhibition, % at 12.6 µM; AID 651661; A673 NR0B1-luciferase reporter, viability-normalised;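 active = mean inhibition of at least 50% after viability correction, with every replicate also passing that limit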;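 note: firefly luciferase signal divided by Alamar Blue viability fluorescence both relative to DMSO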
LGR2 inh: inhibitors of bursicon-induced Drosophila LGR2 receptor cAMP signaling; HEK293 LGR2, CRE-luciferase, bursicon-stimulated, 4 h; inhibition, % at 9.99 µM; 380,000 tested, 0.35% active; AID 720647;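 active = drop in luminescence signal, shown as inhibition above about 50% in the replicate tests, limit read from the data, passing the limit was not always enough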;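 note: agonist challenge used bursicon conditioned medium at about half maximal strength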
CASP6 VEID inh: inhibitors of human caspase-6; purified caspase-6, Z-VEID-R110 cleavage fluorescence; inhibition, % at 12.5 µM; 350,000 tested, 0.53% active; AID 686996;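 active = mean inhibition across replicates at least about 35%, with every replicate also reaching that limit, limit read from the data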;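 note: 0% = median of neutral control wells and 100% = no fluorescence left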
Target sequence (P55212 24-179 limits assumed): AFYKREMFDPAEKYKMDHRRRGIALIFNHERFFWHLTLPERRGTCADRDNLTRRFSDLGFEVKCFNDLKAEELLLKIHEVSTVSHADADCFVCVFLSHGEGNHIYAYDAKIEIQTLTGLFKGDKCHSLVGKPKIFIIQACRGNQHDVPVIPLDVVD
Target sequence (P55212 194-293 limits assumed): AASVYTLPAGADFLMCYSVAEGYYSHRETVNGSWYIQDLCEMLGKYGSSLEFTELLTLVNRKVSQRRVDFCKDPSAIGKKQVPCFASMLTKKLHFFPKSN
PAX8 inh HTS: lowers PAX8-driven luciferase in RMG-I cells. RMG-I TPO-luciferase reporter, SteadyGlo, 24 h. 360,000 tested, 1.2% active. inhibition, % at 12.6 µM;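 active = mean replicate inhibition at least 60% with every replicate also reaching 60%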;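 note: luciferase light reporting Pax8 driven TPO promoter activity; plate controls were median of neutral control wells for no effect and mitoxantrone controls for full effect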
* hit, by the source's call; . = no result given; [ ] = another dose, or the depositor's remark.

SMILES | FN deposition inh | PGC1a acetyl inh | miR122 inh | Cneo AK release | EWS-Fli inh | LGR2 inh | CASP6 VEID inh | PAX8 inh HTS
O=C(CN1CCOCC1)Nc1ccc([N+](=O)[O-])cc1 | 4 | -14 | -1 | 4 | -13 | -2 | 0 | -9
COc1cc2[nH]c(=O)n(CCCCCC(=O)NCCCN3CCOCC3)c(=O)c2cc1OC | 2 | -12 | -5 | 0 | . | . | . | -16
Cc1cc(NC(=O)CSc2ccc3nnc(-c4cccc(F)c4)n3n2)no1 | . | -1 | -3 | 9 | 3 | -1 | 4 | .
Cc1nc2ccc(C(=O)N3CCSCC3)cc2s1 | 3 | -16 | 0 | -4 | . | . | . | -33
CCOc1ccc(C=Nc2cccc3ncccc23)cc1 | -2 | . | . | . | 11 | 9 | 4 | 20
CCOc1cc(/C=N/NC(=O)CCc2n[nH]c(=O)[nH]c2=O)ccc1O | -1 | 0 | -1 | 3 | 8 | 7 | 2 | -13
O=C(NCc1ccco1)c1cc(-c2ccco2)on1 | . | 22 | -2 | . | -62 | -40 | 28 | .
COc1ccc(OC)c(CC(=O)Nc2ccc3c(c2)CCC3)c1 | 0 | -5 | 3 | -2 | 4 | 18 | 9 | 0
O=C(Cc1ccc(-n2c(=O)c3ccccc3n(Cc3ccccc3Cl)c2=O)cc1)NCC1CCCO1 (configuration not stated) | 1 | . | 0 | . | -4 | 6 | -1 | 6
O=C(CSc1n[nH]c(-c2ccccc2Cl)n1)NC1CCCCC1 | -3 | -8 | 1 | -1 | 8 | -13 | 0 | 18
CCOC(=O)C1CCCN(C(=O)CCCn2c(=O)c3cccn3c3cccnc32)C1 (configuration not stated) | -2 | -2 | -2 | -3 | -2 | 3 | . | -26
Cc1cc(C(=O)NN=C2CC(=O)CC(C)(C)C2)c(C)o1 | 0 | 3 | -1 | 1 | 17 | -10 | -2 | -3
CSc1ncccc1C(=O)Nc1nnc(C2CC2)s1 | 6 | . | . | . | -10 | 3 | -4 | -8
COc1ccc(Cl)cc1NC(=O)CN(C)C(=O)c1ccc(-n2nc(C)cc2C)cc1 | 7 | 13 | . | 2 | 1 | -2 | 1 | 4
C[C@H]1CN([C@@H](C)CO)C(=O)c2cc(C#CCN(C)C)cnc2O[C@@H]1CN(C)C(=O)CN1CCOCC1 | 3 | -1 | 0[16.7 µM] | -1 | -1 | 1 | 1 | 5

Given as a markdown table: entries from further up
| Molecule | FN deposition inh | PGC1a acetyl inh | miR122 inh | Cneo AK release | EWS-Fli inh | LGR2 inh | CASP6 VEID inh | PAX8 inh HTS |
| --- | --- | --- | --- | --- | --- | --- | --- | --- |
| Cc1nc2ccc(C(=O)N3CCSCC3)cc2s1 | 3 | -16 | 0 | -4 | . | . | . | -33 |
| CCOc1ccc(C=Nc2cccc3ncccc23)cc1 | -2 | . | . | . | 11 | 9 | 4 | 20 |
| CCOc1cc(/C=N/NC(=O)CCc2n[nH]c(=O)[nH]c2=O)ccc1O | -1 | 0 | -1 | 3 | 8 | 7 | 2 | -13 |
| O=C(NCc1ccco1)c1cc(-c2ccco2)on1 | . | 22 | -2 | . | -62 | -40 | 28 | . |
| COc1ccc(OC)c(CC(=O)Nc2ccc3c(c2)CCC3)c1 | 0 | -5 | 3 | -2 | 4 | 18 | 9 | 0 |

Two compounds picked at random from the list so far:
SMILES | FN deposition inh | PGC1a acetyl inh | miR122 inh | Cneo AK release | EWS-Fli inh | LGR2 inh | CASP6 VEID inh | PAX8 inh HTS
O=C(Cc1ccc(-n2c(=O)c3ccccc3n(Cc3ccccc3Cl)c2=O)cc1)NCC1CCCO1 (configuration not stated) | 1 | . | 0 | . | -4 | 6 | -1 | 6
Cc1cc(NC(=O)CSc2ccc3nnc(-c4cccc(F)c4)n3n2)no1 | . | -1 | -3 | 9 | 3 | -1 | 4 | .

(list continues)
SMILES | FN deposition inh | PGC1a acetyl inh | miR122 inh | Cneo AK release | EWS-Fli inh | LGR2 inh | CASP6 VEID inh | PAX8 inh HTS
Cc1ccnc(NC(=O)c2cccc(NC(=O)c3ccc(Cl)cc3)c2)c1 | -2 | . | . | 2 | -44 | 6 | 2 | -21
CCCC(C(=O)NC(C)(C)C)N(Cc1ccccc1Cl)C(=O)c1snc(C(N)=O)c1N (configuration not stated) | 4 | -33 | 2 | -2 | 12 | -3 | 0 | 10
FC(F)(F)c1nc2ccccc2n1CCNc1nc(CN2CCCCC2)cs1 | 1 | 0 | -1 | 0 | -21 | 4 | -11 | -2
O=Nc1c(O)c2ccccc2c2ccccc12 | 38* | 45* | -29 | -6 | 35 | 82* | -1 | 20
CN1C(=O)c2cc(NC(=O)c3cccc(Cl)c3)ccc2OC[C@H]2O[C@H](CC(=O)NC3CCCCC3)CC[C@H]21 | 0 | 8 | -12[16.7 µM] | -2 | 10 | -2 | . | 20
Clc1ccc(-c2ccnc3nc(N4CCOCC4)nn23)c(Cl)c1 | 3 | -6 | 3 | -3 | 3 | -7 | -2 | 1
O=c1c2cc(N3CCOCC3)ccc2[nH]c(=S)n1Cc1ccccc1Cl | . | 7 | . | . | 3 | -1 | 5 | -8
COc1ccc(NC(=O)CN(C)C(=O)c2ccccc2Sc2ncnc3sc(C)c(C)c23)cc1 | -5 | -4 | 7 | 3 | 3 | 8 | -5 | 21
CCCCCCCCN1C(=O)[C@@H](CC(=O)N2CCN(C(=O)OCC)CC2)C[C@@]2(C(=O)OC)C1=C[C@H](C(C)(C)C)O[C@@H]2C | 2 | . | . | . | 10 | 14 | 1 | 4
O=C(Cc1ccccc1)N1CC2(C1)[C@H](c1ccccc1)[C@H](CO)N2C(=O)c1cccnc1 | . | -1 | . | . | 2 | 5 | . | 5
CC1=NN(c2ccc(C)cc2)C(=O)/C1=C/c1ccc(-c2cc([N+](=O)[O-])ccc2O)o1 | 6 | 4 | -1 | 1 | 3 | -6 | 7 | -14
N#C[C@@H]1[C@@H](c2ccccc2C2=CCCC2)[C@@H](CO)N1C(=O)NC1CCCCC1 | 3 | 11 | . | . | -4 | -2 | 0 | .
CS(=O)(=O)NCCNC(=O)c1cc(OCC(F)(F)F)ccc1OCC(F)(F)F | -2 | . | . | . | -12 | -56 | 2 | 4
Clc1ccc(C2=NCCn3nc4ccccc4c32)cc1 | 5 | 0 | 10 | -1 | 18 | -34 | 0 | 3
COc1ccc2sc(-c3ccccc3OC)c(C#Cc3cncn3C)c2c1 | 4 | . | . | 3 | -2 | -7 | 0 | 0
Cc1ccc(NN=C2C(=O)OC(C)(C)OC2=O)c(C)c1 | -7 | . | -5 | -7 | -34 | . | 2 | -133
COc1ccc(S(=O)(=O)NCCN2CCOCC2)cc1Br | 0 | 3 | 7 | 6 | 7 | 2 | -5 | 7
O=C1c2ccccc2-c2c1cccc2C(=O)N(CCO)CCO | . | 8 | -2 | 1 | . | 10 | . | .
O=C(COC(=O)CNC(=O)C1CCCCC1)Nc1ccc(Cl)cn1 | -2 | 8 | -6 | 13 | . | . | . | .
O=C(NCCC(=O)N1CCCCC1)c1ccccc1Cl | . | . | 3 | -1 | -11 | -17 | -19 | -6
CCC(=O)Oc1ccc2ccccc2c1CNC(=O)c1ccccc1 | 11 | -4 | 11 | -1 | . | -8 | . | 9
O=C(c1ccc2c(c1)N(Cc1ccccc1)CCS2)N1CCCCC1 | -28 | -1 | 14 | -9 | 4 | -18 | 4 | 19
CCC(=O)Nc1ccc2c(c1)C(=O)N(C)C[C@@H](OC)[C@@H](C)CN(C(=O)c1cnccn1)[C@H](C)CO2 | -10 | -9 | . | -3 | 1 | -6 | -2 | 1
O=C(CN1CCCCCC1)N1c2ccccc2Sc2ccc(C(F)(F)F)cc21 | . | -22 | -3 | 1 | . | 17 | . | .
C[C@H]1CCCCO[C@@H](CN(C)C(=O)Nc2ccccc2)[C@@H](C)CN([C@@H](C)CO)C(=O)c2cc(NC(=O)Nc3ccc(F)cc3)ccc2O1 | . | -3 | -1[16.7 µM] | 4 | -4 | 25 | 1 | 13
CC(C)n1c(NCc2ccc(Cl)cc2)nc2ccccc21 | 13 | . | . | . | 3 | -12 | 3 | 1
CC1(C)O[C@@H]2C[C@H]3[C@@H]4C[C@H](F)C5=CC(=O)C=C[C@]5(C)[C@H]4[C@@H](O)C[C@]3(C)[C@]2(C(=O)CO)O1 | -11 | 0 | -1 | 1 | 0 | 2 | 8 | -12
Cc1ccc(C2Nc3ccccc3C(=O)N2CCN2CCNC2=O)cc1 (configuration not stated) | 4 | -10 | -5 | . | 2 | 10 | 0 | 11
COC(=O)c1ccc(CNC(=O)Cn2cc(C)c(=O)[nH]c2=O)cc1 | 3 | 2 | 0 | -3 | -2 | 4 | -2 | -3
Cc1cc(C)cc(OCC(=O)OCc2nnc(-c3ccccc3)o2)c1 | -1 | 0 | . | . | -2 | -21 | 1 | 1
Cc1ccc(C(=O)OCC(=O)N(C)c2ccccc2)c(C)c1 | -2 | 3 | -1 | 0 | -7 | -7 | -2 | -5
O=C(Nc1ccc(S(=O)(=O)NC2=NCCCCC2)cc1)c1cccs1 | -1 | -9 | 7 | 1 | 17 | -8 | -1 | -3
COc1ccc(C)cc1Nc1n[n+](-c2ccccc2)c(-c2ccc(OC)c(OC)c2OC)s1 | -1 | . | 5 | 2 | 9 | -31 | -2 | 41
COCCNC(C)C(=O)Nc1ccc(Br)cc1 (configuration not stated) | 0 | -7 | 10 | 5 | . | -3 | . | .
CCN1CCN(C(=O)c2ccc(N3CC4CC(C3)c3cccc(=O)n3C4)c([N+](=O)[O-])c2)CC1 (configuration not stated) | 9 | 6 | . | . | 12 | 12 | -6 | 4
CSc1ccc(CCNC(=O)CS(=O)(=O)Cc2nc(-c3ccccc3F)oc2C)cc1 | -7 | -1 | 1 | -1 | 8 | -2 | 1 | 1
COc1ccc(S(=O)(=O)N2CCCC(C(=O)N3CCN(C)CC3)C2)cc1Cl (configuration not stated) | -1 | . | -2 | 2 | 3 | -4 | 0 | -15
CCCCn1c(N)c(N(CCOC)C(=O)c2ccc(S(=O)(=O)N(CC)c3ccccc3)cc2)c(=O)[nH]c1=O | -5 | . | -6 | 1 | -3 | 12 | 1 | -3
C[C@@H]1CN([C@@H](C)CO)C(=O)c2cc(/C=C/c3ccccc3)cnc2O[C@H]1CN(C)Cc1ccccc1F | . | -22 | 29[16.7 µM] | 2 | 6 | 10 | -1 | 1
N#Cc1cccc(-c2ccc3c(c2)[C@H]2[C@H](CCN2C(=O)c2ccccc2F)[C@H](CO)N3)c1 | -3 | -12 | 0[16.7 µM] | -22 | 6 | -3 | . | -1
CCC(C)(C)NC(=O)CCCSc1nc2ccccc2s1 | -9 | 5 | -5 | . | -82 | -62 | 2 | -124
CCOc1ccc2nc(COC(=O)c3ccncc3)c(C(=O)c3ccccc3)[n+]([O-])c2c1 | -1 | -3 | 1 | 0 | -46 | -47 | 1 | -36
O=C(Cn1c(=O)c2c(ncn2Cc2ccccc2)n(Cc2ccccc2)c1=O)N1CCCC1 | . | 14 | 4 | 3 | . | 11 | . | .
Nc1nc2ccccc2n1/N=C/c1ccc(-c2ccccc2)o1 | -2 | 2 | -12 | 0 | . | . | . | -73
COc1ccc(CN(Cc2nc3ccccc3c(=O)[nH]2)C(=O)c2ccco2)cc1 | -9 | 1 | 2 | -1 | . | 13 | . | 6
O=C(C[C@H]1C(=O)N(c2ccc(Br)cc2)C[C@@H]1Cc1ccccc1)Nc1ccccc1 | -7 | -1 | 10 | -3 | 6 | 10 | -1 | -6
CNC(=O)c1sc(=S)n(-c2ccc(OC)cc2)c1N | 1 | . | . | . | -3 | -2 | 2 | -12
CC(=O)N1CCOc2ccc(S(=O)(=O)NC(C)c3ccccc3)cc21 (configuration not stated) | 4 | -5 | 19 | 0 | -1 | 5 | -1 | 3
CCN(CC)CCOC(=O)c1ccc2c(c1)OCCO2 | . | -11 | 6 | -2 | 2 | -10 | -2 | .
